PLAP inhibitors HTS = PLAP enzyme inhibitors, biochemical, luminescence, HTS (AID 690); Alkaline phosphatase, placental type (Homo sapiens); purified PLAP, luminescent substrate; higher % means a stronger effect; one-dose inhibition, % at 20 µM; IC50 in µM for titrated hits; 96,000 tested, 0.08% active; in the data active = a potency from the dose series; inactive = the rest, 99 in 100 with inhibition below about 30%; also: strong numbers were not always called active
Bcl-B displacement = displacers of TR3 peptide from Bcl-B, primary screen, selectivity assay for Bfl-1 inhibitor project, biochemical, fluorescence polarization. 96,000 tested, 0.11% active. one-dose displacement, % at 20 µM; IC50 in µM for titrated hits. FP displacement of FITC-TR3 peptide from Bcl-B; higher % means a stronger effect. Bcl-2-like protein 10 (Homo sapiens);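 active = displacement above 50% at 20 µM plus a fluorescence interference ratio under 1.5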;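 also: plate controls were wells without compound for no effect and wells lacking Bcl-B protein for full effect; a part of the inactive calls stands beside numbers as strong as those of hits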
NFkB transloc inh = inhibitors of IL-1B driven NFkB p65 nuclear import, primary screen, imaging, HUVEC, IL-1B stimulus, high-content imaging; HUVEC IL-1B NFkB p65 nuclear translocation imaging; inhibition, % at 2 µM; 94,000 tested, 0.43% active;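 active = inhibition above about 30% together with a positive call from visual inspection of the well image, limit read from the data; inconclusive = inhibition above a set limit but visual check negative; inactive = inhibition not above a set limit, visual check negative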;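 also: nuclear over cytoplasmic p65 intensity ratio measured by imaging; 0% = IL-1B stimulated DMSO wells and 100% = unstimulated DMSO wells; values of inactives mirror those of a sister screen read the other way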
NFkB transloc pot = enhancers of NFkB p65 translocation in HUVEC – imaging, IL-1B stimulus, high-content imaging, primary screen; HUVEC IL-1B NFkB p65 nuclear translocation imaging; activation, % at 2 µM; 94,000 tested, 0.3% active; AID 819, 2007;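 active = activation above 40%, about the mean plus 3 SD, also judged a hit on visual image review; inconclusive = activation above 40% but not a hit on visual review; inactive = activation not above 40% and no visual hit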;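 also: percent activation is computed from the nuclear over cytoplasmic p65 intensity ratio; values of inactives mirror those of a sister screen read the other way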
MRP resist rev = reversal of MRP1-mediated doxorubicin resistance, primary screen, H69AR cells, doxorubicin co-treatment; H69AR cells + 2 uM doxorubicin, CellTiter-Glo, 72 h; differential viability (reversal), % at 10 µM; 85,000 tested, 0.04% active;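 active = viability drop by adding the cancer drug above about 55%, with treated viability meeting a 40% cutoff, limit read from the data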;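 also: viability without doxorubicin minus viability with 2 µM doxorubicin for each compound; larger differential means the compound sensitizes cells more to doxorubicin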
MRP resist rev cytotoxicity = also measured in MRP resist rev; calls as there; viability, %; H69AR cells, CellTiter-Glo, 72 h; measured here: cytotoxicity without doxorubicin
MRP resist rev with doxorubicin = further read-out of MRP resist rev, marked with its call; viability, %; measured here: viability with 2 uM doxorubicin; active compounds read low
NFkB transloc inh cell count 2 µM = second read-out of NFkB transloc inh, no call of its own (marks repeat the call); cell count; measured here: cells passing quality filter;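 raw number of nuclei counted in each imaged well without normalization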
NFkB transloc pot cell count 2 µM = recorded beside NFkB transloc pot, whose call it bears; cell count; measured here: cells passing quality filter
Starred values were filed as active, the others as inactive; u = inconclusive; x = no result given.

mol	NFkB transloc pot cell count 2 µM	NFkB transloc inh	NFkB transloc pot	MRP resist rev cytotoxicity	MRP resist rev	Bcl-B displacement	NFkB transloc inh cell count 2 µM	MRP resist rev with doxorubicin	PLAP inhibitors HTS
Cc1ccc(NS(=O)(=O)c2ccc(C)c(C(=O)N3CCN(C)CC3)c2)cc1	184	-19	19	80	-12	16%	184	91	-34%
Cc1ccccc1C1C(C#N)=C2NC(=O)c3c(sc4c3CCCCC4)N2C2=C1C(=O)CC(C)(C)C2 (stereo unspecified)	148	-3	3	x	x	-2%	148	x	-15%
CN(C)c1ccc(-c2nnn(CC(=O)Nc3ccccc3N3CCOCC3)n2)cc1	x	x	x	65	-8	-6%	x	73	3%
Cn1c(SCC(=O)N2CCOCC2)nc2sc3c(c2c1=O)CCCC3	135	2	-2	47	-22	-5%	135	68	-29%
Cn1c(N2CCOCC2)nc(-c2ccccc2)c1-c1ccccc1	211	7	-7	x	x	8%	211	x	-64%
CS(=O)(=O)N(CC(=O)Nc1ccccc1Sc1ccccc1)c1cccc(Br)c1	105	-2	2	x	x	-3%	105	x	-16%
O=C(Cn1nc(Cl)nc1Cl)c1ccc2c(c1)OCCO2	181	-4	4	38	-24	-3%	181	63	18%
Cc1ccc(CSCCNC(=O)CCSc2ccccc2)cc1	126	4	-4	x	x	-13%	126	x	21%
Cc1cc(OCC(O)CN2CCN(C)CC2)ccc1C(C)C (stereo unspecified)	81	9	-9	101	24	-1%	81	77	-14%
O=C(NCc1nnc(SCC(=O)N2CCC(Cc3ccccc3)CC2)o1)c1ccccc1F	50	-8	8	94	15	0%	50	79	-28%
Cc1ccccc1CNS(=O)(=O)c1ccc2c(c1)OCCO2	120	3	-3	100	1	x	120	99	x
Cc1ccc(NC(=O)Cc2noc3ccccc23)cc1	104	-2	2	81	-7	x	104	88	x
COC(=O)c1sccc1NC(=O)CSc1cccc(Cl)c1Cl	206	-25	25	x	x	-3%	206	x	31%
CCCn1c(SCC(=O)c2ccc(OC)c(OC)c2)nc2c1c(=O)n(C)c(=O)n2C	132	-12	12	71	2	x	132	69	x
Cc1ccc(-c2nc(C3CCN(S(=O)(=O)c4ccc(C(F)(F)F)cc4)CC3)no2)cc1	x	x	x	54	-5	-7%	x	59	11%
CCN1C(=O)S/C(=C/c2ccsc2)C1=O	180	-5	5	95	6	-1%	180	89	-17%
CCOC(=O)CNc1ccc2c(c1)OCO2	143	-6	6	91	-1	1%	143	92	4%
COC(=O)c1ccccc1NC(=O)Cn1c(-c2nonc2N)nc2ccccc21	72	27	-27	8	0	-4%	72	9	7%
O=C(Nc1cccs1)NC1CCCC1	214	12	-12	95	0	2%	214	95	-13%
COc1cccc(OC)c1C(=O)N1CCN(S(=O)(=O)c2ccc(C)cc2)CC1	52	32*	-32	91	8	-6%	52*	83	-32%
Cc1ccccc1NC(=O)Cn1cnc2c(oc3ccccc32)c1=O	165	-9	9	90	-4	0%	165	94	21%
Cc1ccc(-c2nc(C#N)c(NCCc3ccccn3)o2)cc1	204	-39	39	95	-4	7%	204	100	-2%
NS(=O)(=O)c1ccc(CCNC(=O)CNC(=O)C2CCCCC2)cc1	155	10	-10	95	0	-24%	155	94	-6%
C=CCSc1nnc(NC(=O)CSc2nc3ccccc3[nH]2)s1	174	0	0	x	x	5%	174	x	6%
CN1CCN(c2ccc([N+](=O)[O-])c(Sc3nc4ccccc4[nH]3)c2)CC1	169	-10	10	x	x	-11%	169	x	-46%
CCCC1(c2ccccc2)NC(=O)N(CCN2C(=O)c3ccccc3C2=O)C1=O (stereo unspecified)	168	-3	3	104	11	-11%	168	93	-17%
CCCCn1c(SCC(=O)NCc2ccco2)nc2c1c(=O)n(C)c(=O)n2C	139	-6	6	101	14	x	139	88	x
CC(C)N1C(=O)CN(C2CCCCCC2)C(=O)C1c1ccccc1F (stereo unspecified)	91	-5	5	94	0	16%	91	94	-11%
CC(NC(=O)Nc1ccccc1C(F)(F)F)C1CCCO1 (stereo unspecified)	135	-14	14	100	4	0%	135	96	11%
CCOC(=O)C1=C(N2CCCCC2)c2cc3c(n2C1=O)CCCC3	133	-32	32	75	4	-16%	133	70	3%
Cc1ccccc1Cn1ccc(-c2ccc(Cl)cc2)c(C#N)c1=O	141	9	-9	x	x	-6%	141	x	33%
O=C(NCc1cccnc1)c1cccnc1Sc1ccc(Cl)cc1	135	6	-6	x	x	-2%	135	x	21%
COc1cc(C(=O)NCc2nnc(SCC(=O)N3CCCCC3)o2)cc(OC)c1OC	162	-3	3	90	9	-2%	162	82	8%
CCOc1ccc2[nH]c(=O)c(CN(Cc3ccc(C)cc3)C(=O)N3CCCC3)cc2c1	155	-2	2	33	-37	-6%	155	71	14%
CC1(C)Cc2c(sc(NC(=O)c3ccco3)c2C#N)C(C)(C)N1	x	x	x	83	-13	3%	x	96	4%
CC1=C(C#N)C(c2cn(-c3ccccc3)nc2-c2cccs2)C(C#N)=C(C)N1	132	5	-5	91	16	-1%	132	75	4%

Complete entries as entered above. Order of values: NFkB transloc pot cell count 2 µM | NFkB transloc inh | NFkB transloc pot | MRP resist rev cytotoxicity | MRP resist rev | Bcl-B displacement | NFkB transloc inh cell count 2 µM | MRP resist rev with doxorubicin | PLAP inhibitors HTS
CCOC(=O)C1=C(N2CCCCC2)c2cc3c(n2C1=O)CCCC3 across the screens: 133 | -32 | 32 | 75 | 4 | -16% | 133 | 70 | 3%
CC1(C)Cc2c(sc(NC(=O)c3ccco3)c2C#N)C(C)(C)N1 across the screens: x | x | x | 83 | -13 | 3% | x | 96 | 4%

The list continues.
mol	NFkB transloc pot cell count 2 µM	NFkB transloc inh	NFkB transloc pot	MRP resist rev cytotoxicity	MRP resist rev	Bcl-B displacement	NFkB transloc inh cell count 2 µM	MRP resist rev with doxorubicin	PLAP inhibitors HTS
CCOc1ccc(CCNC(=O)c2oc3c(c2C)-c2[nH]ncc2CC3)cc1OCC	x	x	x	93	-2	-2%	x	95	-16%
O=C(NCc1ccc2c(c1)OCO2)C1CCCN(S(=O)(=O)c2cccc3cccnc23)C1 (stereo unspecified)	60	6	-7	81	8	2%	60	73	0%
CCOC(=O)c1c(-c2ccc(F)cc2)cn2ccccc12	168	-4	4	x	x	-2%	168	x	6%
C=CCSc1nc(Oc2ccccc2)c2sccc2n1	131	9	-9	x	x	-10%	131	x	1%
Cc1cccc(N(CC(=O)Nc2ccc(F)cc2)S(C)(=O)=O)c1	85	-2	1	89	4	-8%	85	85	19%
COc1ccc(OC)c(S(=O)(=O)Nc2cccc(C(C)=O)c2)c1	140	-33	33	68	-22	-5%	140	90	7%
O=C(N/C=N/OCc1ccc(Cl)cc1Cl)NOCc1ncc(C(F)(F)F)cc1Cl	201	-15	15	89	2	10%	201	87	-96%
COc1ccc([N+](=O)[O-])cc1/C=N/NC(=O)/C(=C\c1cccs1)NC(=O)c1ccccc1	158	-9	9	x	x	-1%	158	x	11%
CCN(CC)c1ccc(C2C(C(C)=O)C(=O)CC(C)(O)C2C(C)=O)cc1 (stereo unspecified)	132	-7	7	92	15	x	132	78	x
CCOC(=O)C(C)Sc1nc2c(cnn2-c2ccc(C)cc2)c(=O)[nH]1 (stereo unspecified)	86	5	-5	19	-38	x	86	57	x
COc1ccc(CC(=O)N2CCC(Nc3nc4ccccc4n3Cc3ccc(F)cc3)CC2)cc1	125	-18	18	21	-7	x	125	28	x
O=C(NCc1ccccc1)C1CCN(C(=O)NCc2ccccc2)CC1	x	x	x	107	15	0%	x	92	11%
CCCn1nnc(NC(=O)COc2ccccc2Cl)n1	125	-21	21	94	-9	2%	125	103	4%
CN(C)c1ccnc2sc3c(=O)n(-c4ccccc4)cnc3c12	172	3	-3	79	-4	6%	172	83	12%
CS(=O)(=O)N1CCN(C(=O)c2csc3ccccc23)CC1	150	-1	1	102	11	-5%	150	92	-16%
CCCS(=O)(=O)N1CCN(C(=O)c2cccc(OC)c2)CC1	130	-6	6	100	1	6%	130	99	-24%
CN1CCN(S(=O)(=O)c2cccc(C(=O)Nc3sc4c(c3C(N)=O)CCCC4)c2)CC1	x	x	x	64	3	-5%	x	61	-12%
COc1ccc(N(CC(=O)Nc2cc(C)ccc2OC)S(=O)(=O)c2c(C)noc2C)cc1	x	-61	u	13	-59	-2%	148	72	-15%
CC(C)C1=NN(C(=O)c2ccccc2)C(O)(C(C)(C)C)C1 (stereo unspecified)	108	-3	3	x	x	-4%	108	x	-16%
Cn1c(N)c(C(=O)NCc2ccccc2)sc1=S	x	x	x	91	14	2%	x	77	12%
Clc1ccc(CN=C2Nc3ccccc3CS2)cc1	171	-22	22	x	x	-6%	171	x	-11%
CCOC(=O)c1c(C)nc2sc3c(=O)n(-c4ccc(C(C)=O)cc4)cnc3c2c1-c1ccc(Cl)cc1	160	-28	28	x	x	-10%	160	x	-71%
Cc1cc(=O)oc2c3c4c(cc12)OCCN4CCC3	116	-4	5	68	-5	x	116	73	x
O=C(O)C1C2C=CC(C2)C1C(=O)NCc1cccnc1 (stereo unspecified)	138	1	-1	92	-1	x	138	93	x
CN1C(=O)/C(=C2\SC(=S)N(CC3CCCO3)C2=O)c2ccccc21 (stereo unspecified)	98	10	-10	93	-16	-2%	98	109	11%
COc1ccc(CCNC(=O)C(=O)Nc2nccs2)cc1OC	204	-9	9	x	x	4%	204	x	-64%
Cc1cc2c(c(SCC(=O)N(C)c3ccccc3)n1)C(=O)OC2	103	-15	17	96	-2	1%	103	98	-4%
CCCCNC(=O)Cn1c(=O)oc2cc(S(=O)(=O)N3CC(C)CC(C)C3)ccc21 (stereo unspecified)	187	-13	13	100	12	7%	187	88	-4%
O=C(Cc1ccc(-n2c(=O)[nH]c3ccccc3c2=O)cc1)N1CCN(c2cccc(Cl)c2)CC1	182	10	-10	89	4	6%	182	86	-8%
CSc1nc(SC)c2c3c(oc2n1)COC(C)(C)C3	x	x	x	84	8	-1%	x	77	1%
Cc1cccc(NC(=O)c2ccc(OCC(=O)NCc3ccccc3)cc2)c1C	123	13	-13	x	x	4%	123	x	5%
COc1ccc(S(=O)(=O)N2CCN(CC(=O)Nc3cc(C(F)(F)F)ccc3Cl)CC2)cc1	151	-2	2	62	-11	4%	151	73	6%

These rows are one share of the data; count on the stated rates, not on these rows.
